p53null 32C kill: qHTS Screen for Compounds that Selectively Target Cancer Cells with p53 Mutations: Cytotoxicity of p53 Null Cells at the Permissive Temperature | H1299-neo p53 null cells, ATP luminescence, 24 h, 32C | Potency, µM (titrated, usually from 46.1 µM), for the others: at the top dose activity change, negative = cytotoxicity, most hits filed as cytotoxic | hit rate 0.62% among 55,000;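 further: potency means the concentration at half of the fitted maximal effect; 0% = DMSO only and -100% = full killing by 100 µM tamoxifen; nearly all actives have a fitted effect of over 55% in size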
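Cytotoxicity: H1299-neo (no p53), 32C, 24 h treatment. Concentrations up to 46 uM. Readout cellular ATP, luminescence. Normalization to DMSO basal and tamoxifen 100 uM maximal kill.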
FH mod: Identification of activators of human fumarate hydratase by quantitative high-throughput screening; Fumarate hydratase, mitochondrial (Homo sapiens), P07954; FH coupled MDH/diaphorase resazurin fluorescence, 15 min; Potency, µM (highest dose often 79.9 µM), without a hit: top-dose activity change, negative = inhibition, actives largely listed as inhibitors; hit rate 0.22% among 54,000; further: potency means the concentration at half of the fitted maximal effect; on the % scale 0 is the no-effect control and ±100 the full control effect; the screen sought activators but most active calls are inhibition curves; nearly all actives have a fitted effect of over 45% in size
Target sequence (P07954 whole entry, looked up): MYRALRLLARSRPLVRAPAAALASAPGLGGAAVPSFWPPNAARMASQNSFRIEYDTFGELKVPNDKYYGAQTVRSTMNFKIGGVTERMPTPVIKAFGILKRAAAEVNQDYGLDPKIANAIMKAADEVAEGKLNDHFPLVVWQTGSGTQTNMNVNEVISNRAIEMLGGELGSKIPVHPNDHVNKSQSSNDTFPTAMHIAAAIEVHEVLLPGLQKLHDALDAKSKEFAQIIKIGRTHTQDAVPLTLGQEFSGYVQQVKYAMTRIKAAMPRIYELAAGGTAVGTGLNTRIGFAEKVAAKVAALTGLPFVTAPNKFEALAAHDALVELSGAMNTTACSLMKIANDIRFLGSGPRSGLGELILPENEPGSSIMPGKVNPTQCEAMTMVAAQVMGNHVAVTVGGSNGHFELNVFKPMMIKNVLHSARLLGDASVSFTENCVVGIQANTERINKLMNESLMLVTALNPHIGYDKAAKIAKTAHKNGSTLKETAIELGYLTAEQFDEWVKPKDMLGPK
GALK inhibitor: qHTS Assay for Inhibitors of Human Galactokinase (GALK): NCGC Sytravon Library Screen | P51570 | recombinant GALK, Kinase-Glo ATP luminescence, 1 h | Potency, µM (doses to about 57.5 µM), for inactives: top-dose activity, negative = inhibition, actives largely listed as inhibitors | 44,000 tested, under 10 active | AID 1347072, 2019;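 further: plate controls were full GALK reaction for no effect and reaction lacking GALK for full effect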
Target sequence (P51570 whole entry, looked up): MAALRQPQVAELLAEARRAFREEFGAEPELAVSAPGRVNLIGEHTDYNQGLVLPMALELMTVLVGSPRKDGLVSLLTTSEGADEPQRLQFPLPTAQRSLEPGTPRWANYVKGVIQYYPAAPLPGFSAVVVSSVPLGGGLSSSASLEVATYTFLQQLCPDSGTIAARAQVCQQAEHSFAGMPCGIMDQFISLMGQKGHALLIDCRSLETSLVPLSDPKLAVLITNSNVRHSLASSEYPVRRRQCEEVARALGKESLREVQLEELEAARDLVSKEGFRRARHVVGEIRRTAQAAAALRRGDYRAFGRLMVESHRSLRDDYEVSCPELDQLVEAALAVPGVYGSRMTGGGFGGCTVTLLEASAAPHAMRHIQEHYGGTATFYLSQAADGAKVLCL
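Compounds were pinned into ATP buffer, then GALK-galactose mix was added (final 5 nM enzyme, 35 uM ATP, 100 uM galactose, pH 8.0). After 1 h at room temperature, Kinase-Glo Plus was added and luminescence read.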
NTMT1 inh: Primary qHTS for Inhibitors of N-terminal methyltransferase 1 (NTMT1): MTaseGlo Assay | N-terminal Xaa-Pro-Lys N-methyltransferase 1 (Homo sapiens), Q9BV86 | NTMT1 MTase-Glo SAH luminescence, purified enzyme | Potency, µM (highest dose often 114 µM), for the others: at the highest dose activity change, negative = inhibition, actives largely listed as inhibitors | hit rate 2.5% among 59,000 | AID 1645870, 2021;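 further: potency means the concentration at half of the fitted maximal effect; plate controls were DMSO vehicle for no effect and no enzyme for full effect; nearly all actives have a fitted effect of over 65% in size; many of its hits are not listed in these tables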
PTAP-TSG101 blk: qHTS Validation Assay for Inhibitors of HIV-1 Budding by Blocking the Interaction of PTAP/TSG101: Sytravon Library Screen; Fluorescence polarization, FITC-PTAP peptide/Tsg101, 20 min; AID 1347069, 2019; 44,000 tested, under 10 active; Potency, µM (series often up to 115 µM), inactives show at the highest dose activity change, negative = inhibition, most hits filed as inhibitors; further: potency means the concentration at half of the fitted maximal effect; 0% is about no effect
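Fluorescence polarization binding of Tsg101 binding domain (10 uM final) to FITC-labeled PTAP-motif peptide (50 nM final) in HEPES pH 7.5/NaCl/Tween 20/EDTA/TCEP buffer; 20 min at r.t. Actives by curve class, <25 µM, efficacy <60% inhibition.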
p53null 39C tox: qHTS Screen for Compounds that Selectively Target Cancer Cells with p53 Mutations: Cytotoxicity of p53 Null Cells at the Nonpermissive Temperature | H1299 p53-null (neo) cells, 39C, ATPlite viability, 24 h | hit rate 0.97% among 55,000 | Potency, µM (doses to about 46.1 µM), for inactives: top-dose activity, negative = cell killing, usual class: cytotoxic;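 further: potency means the concentration at half of the fitted maximal effect; 0% = DMSO only and -100% = full killing by 100 µM tamoxifen; nearly all actives have a fitted effect of over 50% in size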
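ATP-luminescence viability readout (ATPlite, 20 min RT) after 24 hr compound treatment at 39C of H1299-neo or H1299-p53A138V cells; titration up to 46 uM; normalized to DMSO and 100 uM tamoxifen; Hill-fit AC50.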
B2AR arrestin ag: qHTS assay of beta-arrestin-biased ligands of beta2-adrenergic receptor: NCGC Sytravon Library Screen; HTLA Tango cells, beta-arrestin recruitment, luciferase luminescence, 18 h; Potency, µM (highest dose often 46.1 µM), for the others: at the highest dose activation, usual class: activators; 44,000 tested, under 10 active;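 further: potency means the concentration at half of the fitted maximal effect; 0% = DMSO and full agonism = EC100 isoproterenol or metaproterenol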
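Receptor–beta-arrestin recruitment read by tTA-responsive luciferase: compound titrations (up to 46 µM) incubated 18 h with Tango cells, then luminescent substrate 15 min at room temperature. Concentration-response fits classified by r2, efficacy and activity.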
* marks the source's active call; other numbers are inactive results; ? = inconclusive; nt = no result given. The call rests on the fitted dose curve; in most records, active means well fitted curve in the direction sought with a large enough effect; inconclusive means small, poorly fitted or top-dose-only effect, or another doubt; inactive means no such curve, though single readings can be large; an effect the other way counts as inactive or inconclusive. Some of the compounds tested; rates above refer to the full screens.

Every second line gives: GALK inhibitor	p53null 39C tox	p53null 32C kill	FH mod	B2AR arrestin ag	PTAP-TSG101 blk	NTMT1 inh
> CC(=O)c1ccc(NC(=O)COc2ccccc2-c2nc(-c3cccc(C)c3)no2)cc1
  -12%	-3%	1%	5%	-3%	-5%	10%
> O=C1Cc2cc(S(=O)(=O)Nc3cccc(C(F)(F)F)c3)cc3c2N1CCC3
  -3%	-5%	4%	-4%	-1%	0%	4%
> CCOc1ccc(-c2nnc(SCC(=O)NCc3ccc(C)cc3)nc2-c2ccc(OCC)c(OC)c2)cc1OC
  3%	14%	-2%	-5%	-2%	-1%	4%
> Cc1ccc(Cl)cc1N1CCN(C(=O)CCC(=O)Nc2ccc3nc(N4CCC(C)CC4)cc(C)c3c2)CC1
  7%	11%	5%	-17%	1%	3%	-16%
> Oc1ccccc1-c1nc(/C=C/c2ccccc2)nn1-c1ccccc1
  2%	-8%	-3%	nt	1%	0%	nt
> COc1ccc(OCC(=O)NC(Cc2c[nH]c3ccccc23)C(=O)O)cc1 (centres undefined)
  2%	-1%	0%	1%	1%	1%	-7%
> CCN(C(=O)C1CCCN(c2ncnc3onc(-c4ccc(F)cc4)c23)C1)c1ccccc1 (centres undefined)
  0%	-7%	9%	-3%	-1%	-2%	-2%
> CCOc1ccc(-n2nc(CO)c(C(=O)NCC(C)O)n2)cc1 (centres undefined)
  1%	-26%	-12%	4%	0%	-7%	-16%
> Cc1ccc(C)c(N2CCN(S(=O)(=O)c3ccc(-c4cc(C(F)(F)F)on4)s3)CC2)c1
  0%	1%	-7%	-14%	0%	3%	-3%
> Cc1ccc2nc(COc3ccccc3NC(=O)c3ccccc3C)cc(=O)n2c1
  0%	-13%	-8%	13%	0%	1%	?
> Cc1cccc(Oc2nc3c(c(=O)n(C)c(=O)n3C)n2Cc2ccccc2)c1C
  -13%	-17%	-2%	-6%	-2%	-1%	0%
> COc1ccc(N2CCN(Cc3nc4c(c(=O)[nH]c(=O)n4C)n3Cc3ccccc3C)CC2)cc1
  7%	-4%	?	-17%	0%	0%	?
> Cc1ccccc1CN1C(=O)c2ccccc2S(=O)c2ccc(C(=O)NCc3ccc4c(c3)OCO4)cc21 (centres undefined)
  10%	-8%	-5%	-11%	1%	0%	-8%
> CCCC(=O)Nc1cccc(-c2nc3cc(C)c(C)cc3o2)c1C
  4%	?	?	0%	1%	0%	-29%
> Cc1cc(NC(=O)c2ccc3c(c2)N(Cc2cccc(Cl)c2)C(=O)c2ccccc2S3(=O)=O)ccc1Br
  -2%	21%	4%	-7%	-2%	-8%	-3%
> Cc1ccc(-n2nc(C)c3c(C)cc(=O)n(CC(=O)NC(C)c4ccccc4)c32)cc1 (centres undefined)
  -2%	-26%	6%	-11%	2%	0%	4%
> CC(C)(C)C(=O)NCC(c1ccc2c(c1)OCO2)N1CCOCC1 (centres undefined)
  1%	9%	-4%	-4%	-1%	1%	25%
> CCN(CC)c1cc(C)nc2nc(-c3ccc(C)cc3)nn12
  ?	-28%	-18%	-8%	-2%	-1%	1%
> CCN(C(=O)c1cc(S(=O)(=O)N2CCCCC2)c[nH]1)c1ccc(OC)cc1
  ?	-16%	0%	2%	-1%	2%	8%
> COc1ccc(Cn2c(=O)[nH]c3cc(C(=O)NCCC(C)C)ccc3c2=O)cc1
  6%	-6%	10%	-6%	0%	0%	8%
> Cc1ccc(Cl)cc1NC(=O)/C(C#N)=C/c1c(C)n(Cc2ccccc2)c2ccccc12
  1%	6%	5%	-3%	0%	7%	-7%
> CCOc1ccc(C2=NC(c3cccs3)=Nc3ccc(CC)cc3N2)cc1OCC
  ?	10%	15%	-23%	6%	-2%	-9%
> Cc1ccc(-n2c(=O)c3cccnc3n2CC(=O)Nc2ccc(C)cc2Cl)cc1
  4%	-26%	-3%	3%	-1%	2%	8%
> O=C(Cc1csc2ccccc12)NCc1cccc(Br)c1
  -1%	-18%	10%	-8%	-3%	-7%	6%
> Cc1ccccc1OCC(=O)OCc1cc(=O)n2nc(C3CC3)sc2n1
  -2%	-28%	7%	-7%	0%	-5%	-9%
> CCc1cccc(CC)c1NC(=O)C(Cc1ccccc1)NS(=O)(=O)c1cccc2nsnc12 (centres undefined)
  0%	19%	11%	-19%	0%	4%	1%
> CCOc1ccc(Cn2c(-c3ccc(OCC)c(OC)c3)nc3ccccc32)cc1OC
  0%	-16%	6%	-4%	1%	-4%	-2%
> CCOC(=O)c1sc(NC(=O)/C=C/c2ccc(OCC)cc2)c(C(=O)OCC)c1C
  -1%	-4%	22%	-6%	1%	3%	7%
> CCOc1ccc(-c2nc(SCC(=O)NCCCOC)c(-c3ccccc3)[nH]2)cc1
  0%	10%	6%	-30%	0%	3%	2%
> COc1ccc(N2CCN(C(=O)c3cnn(-c4ccc(F)cc4)c3-n3cccc3)CC2)cc1
  2%	-11%	-11%	1%	-1%	-4%	?
> O=C(NCc1nc2ccccc2[nH]1)c1cccc(Cl)c1
  -1%	-28%	6%	4%	-2%	-3%	7%
> Cc1ccc(S(=O)(=O)C(CNC(=O)C(=O)NCc2ccccc2C)c2cccs2)cc1 (centres undefined)
  -2%	19%	-3%	-9%	-2%	-1%	10%
> CCOC(=O)C1CCN(C(=O)c2ccc(NC(=O)c3nsc4ccccc34)cc2)CC1
  1%	?	-24%	?	1%	-3%	?
> O=C(CSc1nc(=O)[nH]c2c1CCC2)NCc1ccccc1
  1%	-3%	6%	0%	-4%	-1%	-4%
> Cc1ccc(C)n1-c1c(C(=O)NCCC(C)C)sc2ncccc12
  -2%	21%	26%	6%	-1%	1%	8%
> COc1ccc(CCCc2nnc(SCC(=O)Nc3ccc(F)cc3)o2)cc1C
  3%	10%	-8%	-2%	0%	2%	?
> COc1ccc(/C=C/c2nc(C#N)c(N3CCCCCC3)o2)cc1OC
  -1%	3%	2%	?	-1%	0%	?
> COc1ccc(S(=O)(=O)N(CCc2ccccc2)CC(=O)NCc2ccccc2)cc1
  2%	18%	17%	-39%	0%	-1%	-3%
> O=C(CN1CCSc2ccccc21)N1CCN(c2ccccc2)CC1
  0%	1%	?	-6%	0%	1%	-8%
> O=C(Nc1ccc(C(F)(F)F)cc1)C1CCN(c2cnccn2)CC1
  5%	-35%	13%	-9%	-1%	-3%	?
> CCOC(=O)COc1ccc(F)cc1C(=O)c1ccn2nc(-c3ccc(Cl)cc3)cc2n1
  0%	nt	nt	4%	1%	-13%	18%
> COc1ccccc1CNC(=O)c1c2c(nc3ccccc13)C(=O)N(C1CCCCC1)C2
  0%	-13%	-5%	-19%	6%	1%	1%
> CCn1c(C(=O)N2CCC(C(=O)N3CCN(c4ccc(OC)cc4)CC3)CC2)cc2sccc21
  -1%	-20%	-15%	-1%	1%	0%	3%
> CCOc1ccc(C2CC(=O)Nc3nc(SCc4ccccc4C)[nH]c(=O)c32)cc1OC (centres undefined)
  -21%	-10%	-6%	3%	-5%	-8%	10%
> CCOc1ccc(CNC(=O)C2CCN(S(=O)(=O)c3c(C)noc3/C=C/c3ccc(C)cc3)CC2)cc1OC
  1%	-3%	-4%	16%	0%	0%	0%
> CC(C)Cn1cc(NC(=O)N2CCN(c3cccc(C(F)(F)F)c3)CC2)c2ccccc2c1=O
  0%	-11%	5%	-1%	-1%	-4%	5%
> CC1CCN(c2nc3ccc(C(=O)NCc4ccc(Cl)cc4)cc3s2)CC1
  3%	-12%	-7%	-23%	-1%	1%	-19%
> CCOC(=O)c1cccc(NC(=O)c2ncoc2-c2ccco2)c1
  -2%	-17%	-19%	-5%	1%	-4%	5%
> COc1ccc(-c2c(C)nn3c(N4CCN(c5ccccc5)CC4)cc(C)nc23)cc1OC
  -19%	16%	0%	-6%	1%	-2%	9%
> COc1ccc2oc(-c3ccc(C)c(NC(=O)Cc4ccc(Cl)cc4)c3)nc2c1
  0%	-4%	1%	0%	1%	-5%	13%
> CCc1nc2ccccc2n1CCCCOc1ccc(Cl)cc1
  0%	?	23%	?	-3%	-7%	-1%
> Cc1ccc(NC(=O)C2CCN(c3nc4ccccc4nc3C(F)(F)F)CC2)cc1F
  1%	1%	-7%	-11%	0%	1%	6%
> COc1ccc(C(=O)Nc2nnc(S(=O)(=O)N3CCOCC3)s2)cc1
  3%	20%	3%	4%	-1%	1%	6%
> COc1ccc(NC(=O)Cn2c(=O)n(-c3ccccc3)c(=O)c3ccc(C(=O)NCc4ccc5c(c4)OCO5)cc32)cc1
  8%	-17%	-26%	5%	0%	0%	7%
> CN(C)c1ccc(NC(=O)CN2CCN(CC(=O)Nc3ccc(Br)cc3)CC2)cc1
  3%	-10%	1%	-4%	-1%	-1%	?
> CSc1cccc(NC(=O)Cn2ncn3c(cc4ccccc43)c2=O)c1
  -10%	1%	-6%	-9%	1%	-5%	9%
> COc1cccc(Cn2cc(S(=O)(=O)c3ccc(C)cc3)c(=O)c3cc4c(cc32)OCO4)c1
  -2%	-7%	7%	1%	-2%	2%	8%
> CCC(CC)C(=O)Nc1cccc(-c2nc3cccnc3s2)c1C
  2%	-2%	-12%	-1%	-1%	-3%	10%
> COc1ccc(CNC(=O)CCc2c(C)nn(-c3ccc(N4CCCCC4)nn3)c2C)cc1
  0%	-12%	-14%	nt	1%	0%	nt
> COc1ccc(N2CCN(C(=O)c3cnc(SC)nc3C)CC2)cc1
  6%	-11%	0%	-4%	0%	2%	-2%
> CCOc1ccc(C(=O)Nc2ccc(S(=O)(=O)Nc3nc(C)cc(C)n3)cc2)cc1OC
  2%	12%	-1%	-16%	-1%	-3%	7%
> CC(C)(C)c1ccc(C(=O)N2CCC(c3nc4ccccc4o3)CC2)cc1
  -5%	7%	19%	-18%	-3%	-2%	6%

Single records, as listed above. Order of values: GALK inhibitor	p53null 39C tox	p53null 32C kill	FH mod	B2AR arrestin ag	PTAP-TSG101 blk	NTMT1 inh
CCc1nc2ccccc2n1CCCCOc1ccc(Cl)cc1 is entered as 0%	?	23%	?	-3%	-7%	-1%
CC(C)(C)c1ccc(C(=O)N2CCC(c3nc4ccccc4o3)CC2)cc1 is entered as -5%	7%	19%	-18%	-3%	-2%	6%

Bioassay records from PubChem BioAssay.
